Source: PubChem
12-LOX inh = Primary qHTS assay for inhibitors of human arachidonate 12S-lipoxygenase (ALOX12): Round 2; purified 12hLO, xylenol orange hydroperoxide absorbance; Polyunsaturated fatty acid lipoxygenase ALOX12 (Homo sapiens), P18054; Potency, µM (series often up to 108 µM), without a hit: at the top dose activity change, negative = inhibition, usual class: inhibitors; 580,000 tested, 1.1% active; active = well fitted inhibition curve with a large enough effect; inconclusive = small, poorly fitted or top-dose-only effect, or another doubt; inactive = no such curve, though single readings can be large or run the other way
Target sequence (P18054 whole entry, looked up): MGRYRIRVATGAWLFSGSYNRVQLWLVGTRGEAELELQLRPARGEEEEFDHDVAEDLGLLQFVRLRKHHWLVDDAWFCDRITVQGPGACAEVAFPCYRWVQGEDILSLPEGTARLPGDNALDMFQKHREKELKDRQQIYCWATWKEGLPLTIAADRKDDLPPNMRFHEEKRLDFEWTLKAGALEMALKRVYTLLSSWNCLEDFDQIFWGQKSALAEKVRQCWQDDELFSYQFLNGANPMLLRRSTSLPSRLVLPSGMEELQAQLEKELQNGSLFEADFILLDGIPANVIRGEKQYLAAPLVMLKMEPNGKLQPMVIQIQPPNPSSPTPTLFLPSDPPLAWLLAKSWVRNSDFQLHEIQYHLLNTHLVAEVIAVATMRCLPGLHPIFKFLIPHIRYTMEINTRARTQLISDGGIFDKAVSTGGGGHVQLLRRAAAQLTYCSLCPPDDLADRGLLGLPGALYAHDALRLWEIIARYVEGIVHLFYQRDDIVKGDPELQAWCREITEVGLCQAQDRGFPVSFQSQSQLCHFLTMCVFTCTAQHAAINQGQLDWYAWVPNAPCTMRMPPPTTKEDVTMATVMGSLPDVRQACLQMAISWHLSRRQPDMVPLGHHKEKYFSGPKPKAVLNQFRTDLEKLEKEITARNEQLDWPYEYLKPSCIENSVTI
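Purified human 12hLO at 150 nM in 25 mM Hepes, 0.01% Triton X-100, pH 7.0, preincubated 15 min at room temperature with compound. Reaction started with 40 uM arachidonic acid, 30 min at room temperature. Hydroperoxide measured by Fe-xylenol orange, 573/405 nm absorbance ratio.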
Numbers without * were called inactive; ? = inconclusive; [ ] = remark or other dose. % is set by controls: 0 for no effect and ±100 for the full control effect; potency is the fitted concentration of half-maximal effect.

12-LOX inh	Structure
55%[activator][176 µM]	CC(NC(=O)c1ccc2nccn2c1)c1ccc(F)cc1 (stereo not drawn)
-22%	Cc1cc(Oc2cccnc2)ccc1NC(=O)Cc1c(C)[nH]c2ccccc12
27%	Cc1[nH]c2c(C)ccc(C)c2c1CC(=O)N[C@@H]1CCOC[C@H]1OCCO
?	O=C(NCCn1ccn2nc(-c3ccc(F)cc3)cc2c1=O)c1n[nH]c2c1CCCC2
3%	CC(=O)NCCNC(=O)c1cc2cc(C)ccc2nc1C
?	Cc1cc(NC(=O)C(C)N(c2ccccc2)S(C)(=O)=O)ccc1Br (stereo not drawn)
20%	O=C(NCC#Cc1ccccc1)N1CCCCCCC1
4%	COc1ccc2cc(C3CN(C(=O)CNC(=O)C(C)C)CCO3)ccc2c1 (stereo not drawn)
-9%	COC(=O)[C@H](CC(C)C)N(Cc1cn(Cc2ccccc2)nn1)S(=O)(=O)c1ccccc1Br
-5%	CC(Sc1ncnc2ccccc12)C(=O)NC1CCCC1 (stereo not drawn)
?	COc1ccc(-c2cc(C(=O)Oc3ccc(F)cc3)no2)cc1
49%[activator]	O=C(Nc1ccccc1)N1CCCC(Cn2c(C3CC3)nc3cccnc32)C1 (stereo not drawn)
26%	COCCn1ncc(N2CCC(C(=O)N(C)CC(=O)Nc3ccc(F)cc3)C2)cc1=O (stereo not drawn)
-38%	CCOc1ccc(Cn2cnc3c2c(=O)n(C)c(=O)n3C)cc1OCC
-1%	CCCNC(=O)c1cccc(NC(=O)CCc2ccccc2)c1
10%	CN(C)CCNC(=O)C1CCN(c2nc(Cl)nc3nc[nH]c23)CC1
-1%	CCc1ccc(-c2cc(C)no2)cc1S(=O)(=O)Nc1cc(Cl)ccc1OC
27%	CN(C)c1cccc(C(=O)N[C@@H]2COCC[C@H]2Oc2ccc(CO)cc2)c1
1%[6.33 µM]	O=C(NCc1ccc(Cl)nc1)c1cn2c(n1)CN(C(=O)OCc1ccccc1)CC2
-20%	CC1=CC(C)C2(CO)COC(c3ccccc3)C1C2C (stereo not drawn)
56%[activator]	COc1ccc(C(=O)N2CCc3nc(N)nc(N4CCCC4)c3CC2)o1
7%	CC(C)c1noc(-c2cn(C3CCN(C(=O)c4ccc(OC(F)(F)F)cc4)C3)nn2)n1 (stereo not drawn)
-4%	Cc1ncsc1CN1CCCC(c2nc(CCOCC3CCCC3)no2)C1 (stereo not drawn)
14%	CCCCCCNC(=O)CCNC(=O)c1cccc(C)c1

The final 5 compounds of the part above are carried over, then new ones follow:
12-LOX inh	Structure
-20%	CC1=CC(C)C2(CO)COC(c3ccccc3)C1C2C (stereo not drawn)
56%[activator]	COc1ccc(C(=O)N2CCc3nc(N)nc(N4CCCC4)c3CC2)o1
7%	CC(C)c1noc(-c2cn(C3CCN(C(=O)c4ccc(OC(F)(F)F)cc4)C3)nn2)n1 (stereo not drawn)
-4%	Cc1ncsc1CN1CCCC(c2nc(CCOCC3CCCC3)no2)C1 (stereo not drawn)
14%	CCCCCCNC(=O)CCNC(=O)c1cccc(C)c1
0%[6.33 µM]	O=C(c1ccccc1)N1CCCC2(C1)C(=NC1CCCCC1)NC(=O)N2c1cc(F)cc(F)c1 (stereo not drawn)
17%	Cc1csc(NC(=O)CCNC(=O)c2ccsc2)n1
-23%	CC(OC(=O)c1cc2ccccc2[nH]1)C(=O)NC1CC1 (stereo not drawn)
61%[activator]	Cc1nnc2n1C(C)CN(C(=O)Cn1nnc(-c3ccc(F)cc3)n1)C2 (stereo not drawn)
-13%	O=C(NCc1ccc(F)cc1)C1CCCCC1
-10%	Cc1cccc(C(=O)N(Cc2ccc(C)o2)c2ccccn2)c1
5%	CCc1cc(=O)n(CC(=O)Nc2ccc(F)c(Cl)c2)c(N2CCOCC2)n1
-8%	Cn1c(=O)c2c(nc(SCC(=O)O)n2Cc2ccc(F)cc2Cl)n(C)c1=O
3%	Cc1oc(-c2cccc(NC(=O)c3ccccn3)c2)nc1CNC(=O)C#Cc1ccccc1
-12%	CC(C)CNc1cccc2c1S(=O)(=O)N[C@@H](C)CO2
-6%	O=C(Cc1ccc(Cl)cc1)NCc1nnc2ccc(-c3ccc(F)cc3)nn12
?	C=CCNc1oc(-c2ccco2)nc1S(=O)(=O)c1ccc2c(c1)OCCO2
-1%[176 µM]	CCCCCCCCO[C@@H]1O[C@H](CO)[C@@H](O)[C@H](O)[C@H]1O
-59%	CC(C)CC1CCCN1 (stereo not drawn)
6%	CCCc1cc(C(=O)N2CC[C@@H]3[C@@H](CCC(=O)N3CC(C)C)C2)ccn1
-28%	CCC(CC)NC(=O)CSc1nc2ncccc2c(=O)n1-c1ccccc1
4%[6.33 µM]	Cc1noc(C)c1C(=O)N1Cc2ccccc2OC2(CCN([S+](C)(=O)[O-])CC2)C1
4%	O=C(O)C(c1c[nH]c2ccccc12)N1CCN(C/C=C/c2ccccc2)CC1 (stereo not drawn)
4%[176 µM]	COc1ccc(-n2nc(C)c([C@@H]3C=C[C@@H](NC(=O)NCc4ccccc4)C3)c2C)cc1
-19%	Cc1ccc(N(C(=O)c2ccc(C(C)(C)C)cc2)C2C=CS(=O)(=O)C2)cc1Cl (stereo not drawn)
-19%	COCCn1c(SCC(=O)c2ccc3c(c2)OCO3)nc2cc(C(=O)NC(C)C)ccc2c1=O
-6%	O=C(CSc1ccccc1Cl)N1CCNC1=O
-1%	C/C=C/CN(Cc1ccco1)Cc1cccs1
0%	O=C(NCc1ccc(F)cc1)C1(Cc2nc3ccccc3s2)CCCC1

Random excerpt: three compounds from above
12-LOX inh	Structure
56%[activator]	COc1ccc(C(=O)N2CCc3nc(N)nc(N4CCCC4)c3CC2)o1
-5%	CC(Sc1ncnc2ccccc12)C(=O)NC1CCCC1 (stereo not drawn)
-19%	COCCn1c(SCC(=O)c2ccc3c(c2)OCO3)nc2cc(C(=O)NC(C)C)ccc2c1=O

(listing goes on)
12-LOX inh	Structure
-21%	FC(F)(F)c1ccc(Cl)c(CN2CCN(c3ncc(Cc4ccccc4)cn3)CC2)c1
7%	CO[C@H]1C(=O)N(C2CCN(S(=O)(=O)c3cccs3)CC2)[C@H]1c1ccncc1
14%	CC(C)(Oc1ccc(Br)cc1)C(=O)NCc1ccc(-c2nn3cnnc3s2)cc1
5%	COCCN1C(=O)CS(=O)(=O)C12CCN(C(=O)COc1ccccc1)CC2
38%[activator]	O=C(CC1CCCC1)NCCc1noc(-c2cccnc2)n1
?	COC[C@H]1CCCN1[C@@H]1[C@H](O)[C@H](CO)O[C@@H]1CN(Cc1cccc(Cl)c1)Cc1cccc(Cl)c1
7%	COc1nc2ccccc2cc1-c1noc(-c2cccc(C)c2)n1
?	CCCCn1c(N)c(N(Cc2ccco2)C(=O)Cn2c(CC)nc3ccccc32)c(=O)[nH]c1=O
-6%	Cc1cc(C(=O)Nc2nc(-c3ccc(C)c(C)c3)c(C)s2)no1
30%	COc1cccc(NC(=O)Cn2nc3c(cc2=O)CCCC3)c1
21%	COc1ccc(-c2nnc(-c3ccco3)o2)cc1OC
?	Clc1ccc(-c2onc3ccc(-c4ccccc4)cc23)cc1
-1%[176 µM]	Nc1ncccc1CN1CCc2c(n(Cc3ccccc3)n(-c3ccccc3)c2=O)C1
7%	CNc1oc(-c2ccc(Cl)cc2)nc1S(=O)(=O)c1ccc2c(c1)OCCO2
45%[activator]	O=C(Cc1cccc(F)c1)N1CCCC(c2nc(C3CCOCC3)no2)C1 (stereo not drawn)
9%	COc1ccc(C(=O)N2CCC3(CC2)C(OC)C(=O)N3CC2CC2)cc1F (stereo not drawn)
?	Cc1noc(C(C)N2CCN(C(=O)c3ccccn3)CC2)n1 (stereo not drawn)
-2%	COc1ccc2c(C)c(CC(=O)NCCc3ccccc3F)c(=O)oc2c1C
7%[176 µM]	Cc1ccc(C(=O)N[C@@H]2C=C(C(=O)N[C@H](CC(C)C)C(N)=O)C[C@@H](O)[C@@H]2O)cc1
1%	CCCc1nnc(C(=O)Nc2ccc(C(=O)N3CCOCC3)cc2)s1
?	O=C(CCn1nnc2ccccc21)OCC(=O)c1ccccc1
-8%	CCCC(=O)Nc1ccc(O)c(-c2nc3cc(C)cc(C)c3o2)c1
-1%	CCOc1ccccc1NC(=O)CCc1ccc(-c2ccc(C)cc2)o1
23%	COc1ccc(C(=O)N2CCC(Cc3noc(C4CCOCC4)n3)C2)cc1F (stereo not drawn)
-6%	Cn1nc(CC(=O)N2CCOCC2)c2ccccc2c1=O
6%	COc1ccc(-c2ocnc2C(=O)Nc2cc(C)ccc2C)cc1
?	COc1ccc(CN2CCCC(c3nc(-c4ccncc4)ncc3-c3ccccc3)C2)cc1OC (stereo not drawn)
?	CCOc1ccccc1C(=O)Nc1c(NCc2ccccc2)c2ccccc2oc1=O
15%[176 µM]	COCC1(CNCc2cn(C)c3ccccc23)C[C@@H](O)[C@@H](O)C1 (stereo partly drawn)
25%	Cc1cnc(CC2CCN(C(=O)NCC(C)C)CC2)n1Cc1ccc(F)cc1
-1%	COc1ccc(Cl)cc1NC(=O)c1cc(=O)c2ccccc2o1
13%	Cn1nccc1C(=O)N1CC2CC(C1)[C@H]1CCCC(=O)N1C2 (stereo partly drawn)
?	CN(C)CCCNc1oc(-c2ccco2)nc1S(=O)(=O)c1ccc2c(c1)OCCO2
22%	O=C1CCC(C(=O)N2CCN(c3ccncc3)CC(O)C2)=NN1 (stereo not drawn)
16%	CNC(=O)[C@@H]1CN(C(=O)c2cccc(C#N)c2)C[C@H]1COC
?	COc1cccc(-c2nc(N3CCOCC3)cc3c2CN(CC2CC2)C3=O)c1

Part of the list above in another layout:
> COCC1(CNCc2cn(C)c3ccccc23)C[C@@H](O)[C@@H](O)C1 (stereo partly drawn)
  12-LOX inh: 15%[176 µM]
> Cc1cnc(CC2CCN(C(=O)NCC(C)C)CC2)n1Cc1ccc(F)cc1
  12-LOX inh: 25%
> COc1ccc(Cl)cc1NC(=O)c1cc(=O)c2ccccc2o1
  12-LOX inh: -1%

5 compounds from above, arranged by length of the SMILES, smallest number first:
12-LOX inh	Structure
22%	O=C1CCC(C(=O)N2CCN(c3ccncc3)CC(O)C2)=NN1 (stereo not drawn)
?	CCOc1ccccc1C(=O)Nc1c(NCc2ccccc2)c2ccccc2oc1=O
16%	CNC(=O)[C@@H]1CN(C(=O)c2cccc(C#N)c2)C[C@H]1COC
?	CN(C)CCCNc1oc(-c2ccco2)nc1S(=O)(=O)c1ccc2c(c1)OCCO2
?	COc1ccc(CN2CCCC(c3nc(-c4ccncc4)ncc3-c3ccccc3)C2)cc1OC (stereo not drawn)

Next records:
12-LOX inh	Structure
31%	CNC(=O)[C@@H]1C[C@H](Oc2ccccc2)CN1C(=O)CCc1c[nH]c2ccccc12
?	COc1ccc(C(=O)Nc2nnc(-c3ccccc3Br)s2)cc1OC
34%[activator]	COCCc1noc([C@@H]2CN(Cc3ccc4[nH]ccc4c3)C[C@H]2CO)n1
2%	C[C@H]1[C@@H]2[C@@H](O)C([C@H](C)C(=O)NCc3cc(F)cc(F)c3)CC[C@@]2(C)CC[C@@H]1NC(=O)c1cncnc1 (stereo partly drawn)
-13%	C=C(C)Cn1c(SCc2ccccc2Cl)nc2c1c(=O)n(C)c(=O)n2C
?	COc1ccc(C)cc1NC(=O)Cn1c(-c2ccc(Cl)cc2)nc(C)c(CCO)c1=O
-3%	COc1ccccc1Cc1nc2ccccc2nc1SC(C)C(=O)NCc1ccco1 (stereo not drawn)
23%[176 µM]	O=C(NCc1ccccc1)C1=NO[C@@H]2CN(Cc3cccc(F)c3F)C[C@H]12
-45%	CSc1ccccc1NC(=O)CC(C)(C)CC(=O)O
11%[176 µM]	CC(C)C[C@@H]1N[C@H](C(=O)N2CCOCC2)Cc2cn(Cc3cccnc3)c3cccc1c23
?	Clc1ccccc1-c1nnc2ccc(SCc3ccco3)nn12
?	CC(=O)c1ccccc1NC(=O)c1ccc2ccccc2n1
-1%[176 µM]	O=C1Cc2c(-c3ccsc3)n[nH]c2CN1CC1CCOCC1

Some of the compounds tested; count on the stated rates, not on these rows.
